Assay outcomes: PubChem BioAssay, several laboratories
S1P4 antag: antagonists of human S1P4 receptor | O95977 | hit rate 0.26% among 220,000 | AID 1510 | S1P4-expressing cells, antagonist mode, reporter read-out | inhibition, % at 4.98 µM; in the data active means inhibition above about 29%;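 further: 0% = wells stimulated with agonist and 100% = vehicle wells without agonist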
Target sequence (O95977 whole entry, looked up): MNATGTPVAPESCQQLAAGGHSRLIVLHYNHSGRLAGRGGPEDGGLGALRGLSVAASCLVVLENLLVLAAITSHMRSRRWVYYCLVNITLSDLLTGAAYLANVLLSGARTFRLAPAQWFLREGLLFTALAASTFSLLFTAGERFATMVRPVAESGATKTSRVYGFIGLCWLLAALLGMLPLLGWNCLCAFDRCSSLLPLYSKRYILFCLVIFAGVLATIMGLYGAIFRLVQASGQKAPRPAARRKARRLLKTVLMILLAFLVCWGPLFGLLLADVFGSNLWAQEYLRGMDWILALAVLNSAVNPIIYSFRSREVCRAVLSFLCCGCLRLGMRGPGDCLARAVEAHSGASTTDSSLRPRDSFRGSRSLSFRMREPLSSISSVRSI
Ba/F3 V617F tox: loss of viability in JAK2V617F-driven Ba/F3 cells; Ba/F3 EpoR-JAK2V617F viability, ATP luminescence; inhibition, % at 5.6 µM; hit rate 1.1% among 220,000;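 active means inhibition above the campaign mean plus 3 SD over all tested compounds, cut at about 24% in these data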;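 further: cytokine-independent growth of Ba/F3 cells driven by EpoR plus mutant JAK2; 0% = DMSO-treated cells and 100% = JAK inhibitor I control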
Mdm2 ligase inh: blocks human Mdm2 ubiquitin ligase activity. cell-based MDM2 ubiquitination luciferase reporter, 2 h; 0 = plate control, 100 = twice control, blank-subtracted. hit rate 0.11% among 210,000. AID 1230. signal enhancement, % at 5 µM. Q00987;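 active means signal enhancement of 30% or more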;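 further: luminescence tracks abundance of the self-degrading MDM2-luciferase fusion protein; higher signal means inhibition of MDM2 E3 ligase activity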
Target sequence (Q00987 whole entry, looked up, the tested form may be a part): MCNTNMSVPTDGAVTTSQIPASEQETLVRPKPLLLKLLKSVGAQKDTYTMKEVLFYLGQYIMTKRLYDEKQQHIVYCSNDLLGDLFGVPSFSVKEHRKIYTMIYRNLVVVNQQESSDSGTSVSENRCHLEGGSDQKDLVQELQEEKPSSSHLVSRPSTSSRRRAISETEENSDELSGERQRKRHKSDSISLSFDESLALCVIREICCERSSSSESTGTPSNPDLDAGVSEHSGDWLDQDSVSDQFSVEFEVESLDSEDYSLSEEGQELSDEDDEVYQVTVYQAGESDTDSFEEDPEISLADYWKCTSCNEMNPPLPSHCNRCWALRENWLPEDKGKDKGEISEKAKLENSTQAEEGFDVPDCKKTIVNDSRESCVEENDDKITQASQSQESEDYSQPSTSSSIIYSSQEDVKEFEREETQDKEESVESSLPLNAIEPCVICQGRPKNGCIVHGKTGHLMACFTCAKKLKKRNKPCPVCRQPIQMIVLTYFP
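Assay system: stable mammalian line carrying autodegrading MDM2–luciferase fusion reporter; Input: 2000 cells in each well; Compound dosing: single-point 5 µM; Schedule: 2 h compound exposure at 37 °C; Signal: SteadyLite luciferase luminescence after 15 min room-temperature reagent incubation; Evaluation: % luminescence enhancement versus blank-corrected plate control mean; Benchmarks: plate controls and plate blanks.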
NPY2 pot ag: potentiates or activates human NPY-Y2 receptor | P49146 | cells expressing NPY-Y2, potentiator/agonist read-out | activation, % at 3.6 µM | hit rate 0.45% among 220,000; in the data active means activation above about 27%;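 further: cells stimulated with NPY near EC25 plus isoproterenol at EC100; 0% = vehicle plus submaximal agonist and 100% = vehicle plus saturating agonist; some results beyond the cut were filed as inactive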
S1P4 ag: agonists of human S1P4 receptor; S1P4-expressing cell line, agonist reporter assay; activation, % at 4.98 µM; hit rate 0.35% among 220,000; AID 1509; in the data active means activation above about 11%;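 further: 0% = DMSO vehicle and 100% = reference agonist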
PERK inh: blocks human PERK kinase; Q9NZJ5; CHO PERK-DD fusion, SEAP luminescence translation reporter; inhibition, % at 5.6 µM; hit rate 0.17% among 220,000;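 active means inhibition above the mean inhibition of all tested compounds plus 3 SD, set separately per screening campaign, cut at about 2.9% in these data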;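 further: PERK kinase domain activated by AP20187 dimerizer at 100 nM; 0% = DMSO with dimerizer and 100% = rapamycin at 8.4 µM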
BaF3 parental: parental Ba/F3 viability inhibition as JAK2V617F counter-screen. CellTiter-Glo ATP luminescence. inhibition, % at 5.6 µM. AID 1486. hit rate 1.1% among 220,000;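 active means inhibition above a per-campaign cutoff, the mean inhibition of all tested compounds plus 3 SD, cut at about 27% in these data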;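 further: 0% = DMSO wells and 100% = JAK Inhibitor I control wells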
eIF4E 4G PPI: blocks eIF4E binding to eIF4G | P63073+Q04637 | TR-FRET eIF4E-eIF4GI(517-606) binding, 2 h | inhibition, % at 21.7 µM | hit rate 0.37% among 220,000 | AID 782;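 active means inhibition above about 30%, limit read from the data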;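 further: 0% = full FRET control wells and 100% = background wells lacking eIF4GI fragment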
Wee1 degr inh: human Wee1 degradation inhibition, primary screen; P30291; HeLa Luc-Wee1K328M stability, luciferase luminescence; 100% = proteasome inhibitor MG132 effect; reporter increase, % at 5 µM; hit rate 1.2% among 220,000; AID 1321;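 active means activation above the mean of all tested compounds plus 3 SD, set per screening run, cut at about 8.8% in these data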;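 further: cells exposed to compound for 20 h before luminescence read; 0% = DMSO alone and 100% = MG132 at 30 µM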
* marks the source's active call; other numbers are inactive results; [ ] = another dose, or the depositor's remark.

SMILES | S1P4 antag | Ba/F3 V617F tox | Mdm2 ligase inh | NPY2 pot ag | S1P4 ag | PERK inh | BaF3 parental | eIF4E 4G PPI | Wee1 degr inh
Cc1cnc(C(=O)Nc2ccc(C)c(S(=O)(=O)N(C)C)c2)cn1 | -30 | -2 | -15 | -9 | 2.5 | 0.8 | 1 | 3 | 2
CCOC(=O)C1=C(N)N2C(=O)C(C)SC2=C(C(=O)OC)C1c1ccccc1OC (centres undefined) | -6 | -2 | -14 | 8 | -0.6 | 0.2 | 4 | -2 | 2
CCOC(=O)CNC(=O)CSc1nc(NCc2ccccc2)nc(N(C)C)n1 | -18 | 2 | 9 | -12 | 0.5 | -0.9 | 3 | -1 | -1
O=C(Cn1cnc2c(cnn2-c2ccccc2)c1=O)N1CCOCC1 | 2 | -4 | -21 | 15 | 2.4 | 0.7 | 4 | -4 | -3
O=C(CN1CCOCC1)N1CCN(c2ccc([N+](=O)[O-])cc2)CC1 | -13 | -2 | -17 | 8 | 1.2 | 0.8 | 2 | -1 | 4
Cc1cnc(C(=O)NCc2ccc(Cl)cc2Cl)cn1 | -3 | -1 | 4 | -1 | 1.7 | -0.2 | 5 | 3 | 1
CCNC(=O)c1cc2ccccc2o1 | -2 | -2 | -10 | -7 | 3.4 | -0.4 | 0 | -1 | 4
O=C(CCCn1c(=O)[nH]c2ccsc2c1=O)Nc1ccc(F)cc1 | -12 | -5 | 0 | -2 | 1.9 | -0.3 | 2 | 4 | 0
Cc1onc(-c2c(F)cccc2Cl)c1C(=O)NCCCN1CCOCC1 | -11 | 6 | -12 | 3 | 1.0 | -0.5 | 5 | -10[fluorescence artefact?] | -2
CCOC(=O)C(CCCOc1cccc(OC)c1)C(=O)OCC | 0 | -4 | -18 | 17 | -2.8 | -1.4 | 2 | 6 | -1
Cn1c(=O)oc2cc(S(=O)(=O)NCCC(=O)N3CC=C(c4ccccc4)CC3)ccc21 | -22 | -4 | -8 | 4 | 0.3 | -0.2 | 8 | 4 | -2
Cc1ccc(NC(=O)COC(=O)c2cc(Cl)cc(Cl)c2)c(Br)c1 | -17 | -5 | 5 | 0 | 0.9 | 1.0 | 2 | 4[fluorescence artefact?] | 2
NC(=O)CSc1nc(-c2ccccc2Cl)ns1 | -7 | 3 | -12 | -6 | 2.2 | -0.2 | -2 | 5 | 1
CC(C)CCNC(=O)c1ccc(Cl)c(N)c1 | -8 | -3 | -7 | 5 | 2.4 | 1.2 | 1 | 5 | 5
Cc1cc(C(=O)CSc2n[nH]c(N)n2)c(C)n1-c1ccc(F)cc1 | -12 | 5 | -15 | -5 | 3.0 | -0.4 | 1 | 8 | 0
CN(Cc1ccccc1)C(=O)c1nn2cccnc2c1Cl | 6 | -1 | -27 | 10 | 1.9 | 0.0 | 2 | 1 | 4
Cc1ccc(CNc2nc3ccc(C)cc3n3cnnc23)cc1 | -6 | -2 | 3 | -9 | -2.0 | 0.2 | 5 | -1 | 0
Cc1nc2c(cnn2-c2ccc(Cl)cc2)c(=O)n1-c1ccc(N2CCC(C)CC2)cc1 | -16 | 4 | -23 | -1 | -2.4 | -0.1 | 2 | -2[fluorescence artefact?] | -3
Fc1ccc2c(c1)C(c1ccncc1)=NNC(c1ccc(Cl)cc1)=N2 | -21 | -1 | 17 | 5 | 3.8 | -0.2 | 5 | 14 | 0
O=C(Nc1cccnc1)c1ccc(NC(=O)c2ccco2)cc1 | -21 | 2 | -2 | -9 | 0.5 | 0.7 | 2 | 2 | 4
c1cncc(Oc2cccc(Oc3cccnc3)c2)c1 | 3 | -1 | -5 | -2 | -0.3 | 1.0 | 2 | -8 | -1
O=C(CCC1CCCC1)Nc1nnc(-c2ccc3c(c2)OCO3)s1 | -19 | -3 | -11 | -6 | -3.2 | -0.2 | 0 | -2[fluorescence artefact?] | 2
O=C(c1cc[n+]([O-])cc1)N1CCc2c([nH]c3ccccc23)C1c1ccccc1Cl (centres undefined) | 3 | 1 | -53 | -11 | -0.3 | 0.4 | 9 | 2 | -1
O=C(Nc1nc2c(s1)CCCC2)c1ccc(Br)o1 | 7 | 4 | -3 | 5 | 2.7 | -0.6 | 6 | 6 | 4
COC(=O)Cn1cc(C(=O)C(F)(F)F)c2ccccc21 | -21 | 0 | -1 | -18 | 0.0 | 0.5 | 7 | 4 | 0
COc1ccccc1OCC(=O)Nc1ccc(S(=O)(=O)Nc2cc(C)nc(C)n2)cc1 | -6 | 2 | -9 | -18 | 1.2 | 0.0 | 0 | 5[fluorescence artefact?] | -2
CCOc1ccc2[nH]c(=O)c(CN(CCCN3CCOCC3)Cc3nnnn3Cc3ccc(OC)cc3)cc2c1 | -9 | -1 | -18 | -2 | 0.7 | -0.2 | -2 | 7 | 0
CC(=O)Nc1ccc(NC(=O)C2CCCN2C(=O)Nc2ccc(F)c([N+](=O)[O-])c2)cc1 (centres undefined) | -1 | 2 | -4 | 11 | 1.8 | 0.5 | 7 | -1 | -3
CCN(CC)C(=O)Cn1cc(C(=O)C(=O)N2CC=C(c3ccccc3)CC2)c2ccccc21 | 11 | -1 | 20 | 2 | 1.3 | -0.2 | 6 | -2 | 0
Cc1ccccc1Cn1nc(C)c(NC(=O)c2ccccc2)c1C | -13 | 1 | -6 | -8 | 2.4 | -0.1 | 5 | -9 | 4
CN1CCC(=NNc2ccc(S(=O)(=O)N3CCOCC3)cc2[N+](=O)[O-])CC1 | -15 | -3 | 9 | -2 | 0.9 | 1.5 | -1 | 19 | 2
COCc1cc(C)nc(NCCO)c1C#N | -22 | -3 | 3 | 1 | 0.1 | 0.0 | 4 | -3 | -3
Cc1ccc(-c2csc3ncnc(SCC(=O)NCc4ccc5c(c4)OCO5)c23)cc1 | 9 | 1 | -6 | -6 | -0.5 | 0.3 | 6 | 6 | 2
CC(C)Cn1c(N)c(C(=O)COC(=O)c2cc(-c3ccco3)nc3ccccc23)c(=O)n(C)c1=O | -5 | -2 | -4 | -6 | -0.1 | -2.8 | 5 | 24 | 2
O=C1N(Cc2cccc(Cl)c2)C[C@@H]2C[C@@H](c3ccsc3)N3CCC[C@@]123 | -11 | -1 | -11 | 4 | 1.8 | 1.0 | 5 | -1 | -3
CN1CCN(CC(=O)Nc2c(C#N)cnn2-c2ccccc2)CC1 | -9 | 7 | -7 | -1 | -0.3 | 0.8 | 5 | -7 | 2
COc1ccc(OCCC(=O)OCC(=O)c2ccc[nH]2)cc1 | -1 | 0 | -4 | -1 | -0.3 | 1.4 | 6 | 7 | -1
CCCOc1ccc(C(NC(=O)CC(C)C)NC(=O)CC(C)C)cc1OC | -13 | 1 | -4 | 8 | 1.1 | 0.1 | -1 | -4 | 1
Cc1ccc2nc(Cl)c(/C=C/C(=O)c3ccco3)cc2c1 | 3 | 0 | -4 | -8 | 0.7 | 0.5 | 0 | 4 | 1
CC(=O)c1cccc(NC(=O)c2oc(C)nc2C)c1 | 6 | -1 | 1 | 10 | 0.1 | 2.1 | -1 | 0[fluorescence artefact?] | 0

Continued; the last 2 above are carried over.
SMILES | S1P4 antag | Ba/F3 V617F tox | Mdm2 ligase inh | NPY2 pot ag | S1P4 ag | PERK inh | BaF3 parental | eIF4E 4G PPI | Wee1 degr inh
Cc1ccc2nc(Cl)c(/C=C/C(=O)c3ccco3)cc2c1 | 3 | 0 | -4 | -8 | 0.7 | 0.5 | 0 | 4 | 1
CC(=O)c1cccc(NC(=O)c2oc(C)nc2C)c1 | 6 | -1 | 1 | 10 | 0.1 | 2.1 | -1 | 0[fluorescence artefact?] | 0
CN(C)C(=O)NC1CCCCCCCCCCC1 | 6 | -4 | -15 | 4 | -2.4 | 1.2 | 0 | -5[fluorescence artefact?] | -5
Cn1cc(CN2CCCC(CNC(=O)c3ccc4c(c3)OCO4)C2)c2ccccc21 (centres undefined) | -7 | 0 | 6 | -12 | 0.6 | -0.1 | 8 | 0 | 2
CCOc1ccc(CN2C(=O)c3ccccc3C2C(=O)NCC2CCCO2)cc1 (centres undefined) | -2 | -6 | -1 | 11 | -1.3 | 0.0 | -1 | 5 | 5
Cc1ccc(OCC(=O)Sc2ccc(C)cc2)cc1 | 0 | 5 | -3 | -13 | 0.4 | -0.2 | 8 | 3[fluorescence artefact?] | -3
CCOC(=O)/C(C#N)=C1/C=CN(C)C(C)=N1 | 4 | 1 | -14 | -11 | 0.9 | 0.3 | 3 | -4 | 9
Cc1nc2nc(-c3ccc(Cl)cc3)[nH]n2c(=O)c1C | -17 | -2 | -21 | 1 | -0.4 | -0.4 | -2 | -7 | 3
O=C(CSc1n[nH]c(=O)[nH]c1=O)c1cccc([N+](=O)[O-])c1 | -20 | -3 | -4 | -7 | -0.6 | 1.4 | 2 | -3 | 1
CSCCn1c(C(C)(C)C)cc(C(=O)O)c1C | -2 | 1 | -5 | -11 | 0.4 | 0.8 | 0 | 4 | 2
C=CCn1c(SCC(=O)C(C)(C)C)nnc1-c1ccccn1 | -80 | -4 | -14 | -11 | -0.8 | 0.3 | -2 | 4 | -4
CCOc1ncccc1C(=O)OCC(=O)N1CCc2ccccc21 | 6 | 1 | -6 | -6 | 0.4 | 0.2 | 6 | 1 | 0
CC(=O)Nc1ccc(Nc2ccc3c4c(cc(=O)n3C)-c3ccccc3C(=O)c24)cc1 | -9 | -2 | -9 | 6 | 0.5 | 1.2 | 2 | 9 | -1
COc1ccc(N(CCCN2C(=O)c3cccc4cccc(c34)C2=O)C(=O)c2cccnc2)cc1 | -10 | 1 | -11 | -6 | 1.6 | -0.4 | 10 | -1 | 1
O=[N+]([O-])c1ccc(-c2ccn[nH]2)o1 | -3 | -3 | 6 | 7 | 1.9 | 0.1 | 2 | 15 | -4
C=CCN(N=Nc1cccc([N+](=O)[O-])c1)c1cccc([N+](=O)[O-])c1 | 2 | 1 | -13 | -9 | 0.7 | -0.6 | 0 | 4 | 0
Cc1nnc(SCC(=O)Nc2nnc(SCc3cccc(Br)c3)s2)s1 | -8 | -6 | 0 | -4 | -1.7 | -0.1 | 2 | 0 | -3
CCCOc1ccc(NC(=O)CC2C(=O)N(CC)C(=S)N2CCNC(C)=O)cc1 (centres undefined) | -33 | -1 | -5 | -11 | 1.6 | 0.3 | 1 | 4[fluorescence artefact?] | 0
N#Cc1ccsc1NC(=O)CN1CCCCCC1 | 5 | -3 | -10 | 1 | -0.4 | 0.6 | 4 | 0 | 6
N#Cc1ccc(NC(=O)CCc2ccc(S(=O)(=O)N3CCOCC3)cc2)cc1 | -5 | -1 | -3 | -1 | -0.4 | 0.6 | 1 | -10 | 2
O=C(O)Cc1ccc(-n2cccc2)cc1 | -10 | -2 | -9 | -23 | 1.2 | 0.8 | 7 | 19 | 2
Cc1cc(C(=O)NC(=S)Nc2cccc(NC(=O)C(C)C)c2)ccc1[N+](=O)[O-] | -19 | -1 | 1 | 5 | 0.2 | -0.2 | 3 | 0 | 0
CCN1CCCC1CNC(=O)c1ccccc1Cl (centres undefined) | -3 | -5 | -2 | 12 | 0.8 | 0.6 | 0 | 0 | 1
Cc1ccc(N=Cc2c(C)[nH]n(-c3ccccc3)c2=O)nc1 | -25 | -2 | -6 | -1 | 2.7 | 0.2 | 3 | -1 | -2
O=C(COC(=O)c1cnccn1)c1ccc2ccccc2c1 | 10 | 3 | -12 | -17 | 1.6 | -0.5 | 4 | -7 | 4
